PglD inh – inhibitors of Campylobacter jejuni PglD acetyltransferase. purified PglD enzyme, DTNB colorimetric CoA detection. inhibition, % at 12.5 µM. actives 0.098% (n = 360,000). AID 602405; in the data active means inhibition above about 16%, passing the limit was not always enough; inconclusive means no clear call, values can overlap the other calls; further: strong numbers were not always called active
FN deposit inh – fibronectin deposition inhibition; AH1F fibroblasts, Alexa488-fibronectin deposition fluorescence, overnight; inhibition, % at 12.6 µM; actives 0.086% (n = 350,000); AID 743247;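 active means mean inhibition across replicates of 30% or more, regardless of how many single replicates reach that level; inconclusive means mean under 30% yet at least half of replicates reach 30%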;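 further: positive control wells lacked labelled fibronectin entirely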
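Material: AH1F fibroblast monolayer depositing Alexa488-labelled fibronectin into matrix | Input: 10000 AH1F cells/well | Medium: DMEM plus 2% serum, read in PBS | Reagent: Alexa488-fibronectin, 24 nM final in well | Compound dosing: One dose per compound, pinned | Schedule: 1 h adhesion, overnight exposure | Measured by: Fluorescence at 485 nm excitation, 525 nm emission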
PGC1a acetyl inh – lowers PGC1a acetylation signal in U2OS cells; AlphaScreen anti-acetyl-lysine; with virally co-expressed GCN5 acetyltransferase; inhibition, % at 15.6 µM; actives 0.17% (n = 350,000); AID 651687;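 active means every replicate shows inhibition of at least 40%; inconclusive means mean inhibition at least 40% but some replicate below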;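 further: 0% = neutral control wells and 100% = positive control wells; some results beyond the cut were filed as inactive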
ERAP1 HTS inh – blocks human ERAP1 aminopeptidase activity; recombinant ERAP1, Leu-AMC fluorescence, 60 min; inhibition, % at 10.7 µM; Q9NZ08; actives 0.15% (n = 340,000);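 active means mean replicate inhibition of at least 30%, or all replicates individually reaching that 30% level; inactive means mean below 30% and not every replicate reaching it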;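 further: 0% = neutral control wells and 100% = L-leucinethiol positive control wells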
Target sequence (Q9NZ08 whole entry, looked up): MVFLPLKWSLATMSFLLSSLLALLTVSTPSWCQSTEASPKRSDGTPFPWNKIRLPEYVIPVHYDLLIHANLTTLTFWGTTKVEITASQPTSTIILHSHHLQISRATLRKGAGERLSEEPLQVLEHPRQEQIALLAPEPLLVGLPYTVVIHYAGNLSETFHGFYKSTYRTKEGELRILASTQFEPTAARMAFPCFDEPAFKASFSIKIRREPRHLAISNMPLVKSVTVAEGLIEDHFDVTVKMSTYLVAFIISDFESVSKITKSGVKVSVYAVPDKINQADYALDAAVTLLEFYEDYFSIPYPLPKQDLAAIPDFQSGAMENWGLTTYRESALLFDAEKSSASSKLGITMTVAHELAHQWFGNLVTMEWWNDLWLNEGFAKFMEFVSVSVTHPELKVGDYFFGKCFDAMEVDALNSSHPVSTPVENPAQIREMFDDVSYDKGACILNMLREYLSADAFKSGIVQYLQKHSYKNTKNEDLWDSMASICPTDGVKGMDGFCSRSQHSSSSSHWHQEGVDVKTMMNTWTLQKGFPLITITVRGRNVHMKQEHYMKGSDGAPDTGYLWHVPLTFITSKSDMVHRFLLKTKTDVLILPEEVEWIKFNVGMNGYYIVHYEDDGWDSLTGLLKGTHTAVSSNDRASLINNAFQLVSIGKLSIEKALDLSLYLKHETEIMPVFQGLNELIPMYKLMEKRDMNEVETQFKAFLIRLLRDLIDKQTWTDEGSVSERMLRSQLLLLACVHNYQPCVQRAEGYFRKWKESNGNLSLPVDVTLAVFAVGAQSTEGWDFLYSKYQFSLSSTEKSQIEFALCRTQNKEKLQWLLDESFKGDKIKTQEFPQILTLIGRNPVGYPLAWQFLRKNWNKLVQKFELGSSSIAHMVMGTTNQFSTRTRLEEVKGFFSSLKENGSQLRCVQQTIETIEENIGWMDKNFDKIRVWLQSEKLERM
PAX8 reporter – lowers PAX8-driven luciferase in RMG-I cells; RMG-I TPO-luciferase reporter, SteadyGlo, 24 h; inhibition, % at 12.6 µM; actives 1.2% (n = 360,000); AID 652154;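 active means mean replicate inhibition at least 60% with every replicate also reaching 60%; inconclusive means only one of the two criteria is met; inactive means mean below 60% and not all replicates reaching 60%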;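 further: luciferase light reporting Pax8 driven TPO promoter activity; plate controls were median of neutral control wells for no effect and mitoxantrone controls for full effect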
EWS-Fli block – inhibitors of EWS/Fli oncoprotein transcriptional activity | A673 NR0B1-luciferase reporter, viability-normalised | inhibition, % at 12.6 µM | actives 0.67% (n = 350,000);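 active means mean inhibition of at least 50% after viability correction, with every replicate also passing that limit; inconclusive means mean reaches 50% but only one of two replicates passes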;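 further: firefly luciferase signal divided by Alamar Blue viability fluorescence both relative to DMSO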
S100A4 inh HTS – inhibitors of human S100A4 binding to myosin IIA peptide; P26447; inhibition, % at 10.7 µM; actives 0.14% (n = 360,000); AID 652163; S100A4/TAMRA-MyoIIA peptide fluorescence polarization;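 active means mean inhibition of at least 70% across replicates, with every replicate also reaching that level; inconclusive means mean inhibition reaches 70% but some replicates fall short; inactive means mean inhibition below 70%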
Target sequence (P26447 whole entry, looked up): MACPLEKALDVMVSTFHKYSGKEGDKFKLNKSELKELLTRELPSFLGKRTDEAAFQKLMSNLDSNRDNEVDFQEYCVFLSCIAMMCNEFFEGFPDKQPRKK
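Assay system: human S100A4 monomer with TAMRA-labelled myosin IIA peptide / Buffer or medium: Calcium-containing HEPES buffer, pH 7.2 / Reagent: TAMRA-labelled myosin IIA heavy-chain peptide probe, 5 nM / Compound: one dose per compound / Timing: polarization read 5 min after assay mix addition, stable 5–60 min / Benchmarks: neutral control DMSO, positive control TFP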
LGR2 inh – blocks bursicon-induced cAMP signaling via Drosophila LGR2; HEK293 LGR2, CRE-luciferase, bursicon-stimulated, 4 h; inhibition, % at 9.99 µM; actives 0.35% (n = 380,000);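 active means drop in luminescence signal, shown as inhibition above about 50% in the replicate tests, limit read from the data, passing the limit was not always enough; inconclusive means probably only some replicates passing the limit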;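 further: agonist challenge used bursicon conditioned medium at about half maximal strength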
Active calls of the source: *; u = inconclusive; x = not tested or not shown; & = joins results of further samples.

SMILES,PglD inh,FN deposit inh,PGC1a acetyl inh,ERAP1 HTS inh,PAX8 reporter,EWS-Fli block,S100A4 inh HTS,LGR2 inh
C[C@H](CO)N1C[C@H](C)[C@@H](CN(C)C(=O)Nc2ccc(C(F)(F)F)cc2)Oc2ccc(NC(=O)CCC(F)(F)F)cc2C1=O,0&-6,9,6,0,-5&17,17&-9,10,10&10
O=C(CCc1ccccc1)NNc1ccc(F)cc1,x,1,3,2,-7,-10,2,-4
C[C@H]1CN([C@@H](C)CO)C(=O)c2cc(NC(=O)C3CCCCC3)ccc2O[C@H]1CN(C)Cc1ccc(C(=O)Nc2ccccc2N)cc1,1,x,-6,-3,x,52*,-2,9
CS(=O)(=O)c1ncc(Cl)c(C(=O)Nc2ccc(OC(F)F)cc2)n1,0,x,x,0,x,x,-7,4
COc1ccc(CNC(=O)c2ccc(NC(=O)C3CCCO3)cc2)cc1 (stereo unspecified),3,-1,1,x,-84,x,x,x
CCC(C)NC(=O)Cn1c(=O)n(CCCC(=O)NCc2ccccc2Cl)c(=O)c2ccccc21 (stereo unspecified),-3,3,9,x,3,x,x,x
Cc1cc(C)nc(CCNC(=O)c2cc(COc3c(C)cccc3C)on2)n1,-3,3,-2,-1,x,-28,-3,-21
Nc1nc2c(nnn2C2CC(O)C(CO)O2)c(=O)[nH]1 (stereo unspecified),-4,-1,8,4,83*,-13,-2,-9
COc1ccc(OC)c(S(=O)(=O)N2CCC(C(=O)NC3CCCCCC3)CC2)c1,6,0,x,-6,-8,-33,-14,-7
C[C@@H]1CCCCO[C@@H](CN(C)C)[C@H](C)CN([C@H](C)CO)C(=O)c2cc(NS(=O)(=O)c3cccs3)ccc2O1,2,1,-8,0,2,-11,-4,2
COc1ccccc1CCn1cc(C#N)c(=O)[nH]c1=O,-8,6,-5,3,-14,-6,3,1
Cn1c(=O)c2[nH]cnc2n(C)c1=O,4,-9,-1,-1,16,10,-13,6
O=C(OCC(=O)N1CCOCC1)c1cc(S(=O)(=O)N2CCOCC2)c(Cl)cc1Cl,-6,4,x,4,5,5,-6,-9
O=C(C[C@@H]1C[C@@H]2c3cc(NC(=O)CC4CC4)ccc3O[C@@H]2[C@@H](CO)O1)NCc1cc(F)ccc1F,1,-2,-6,-3,18,4,2,-11
Cc1ccc(C(=O)Nc2ccccc2C(=O)NCc2ccco2)cc1S(=O)(=O)N1CCCCC1,-6,13,-19,x,29,x,x,x
C[C@H](CO)N1C[C@H](C)[C@@H](CN(C)Cc2ccncc2)Oc2c(NS(=O)(=O)c3ccc(F)cc3)cccc2C1=O,6&-1,3,-1&-11,-1,3&-11,-3&7,4&-2,5&-12
CCC(=O)N1[C@@H](CO)[C@@H](c2ccccc2)[C@@H]1CN(C(C)C)S(C)(=O)=O,0,-7,0,x,2,5,8,-5
C[C@@H]1CN([C@@H](C)CO)S(=O)(=O)c2ccc(C#CC3CCCC3)cc2O[C@@H]1CN(C)C(=O)Nc1cc(F)ccc1F,x,x,23,x,-18,-19,x,-2
CCC(SC1=N/C(=C/c2ccccc2)C(=O)N1c1ccccc1)C(=O)Nc1cc(C)on1 (stereo unspecified),-2,-5,x,-5,-3,12,1,7
Cc1ccc(-c2noc(CN(C(=O)C34CC5CC(CC(C5)C3)C4)C(C)C)n2)cc1,2,0,-71,x,x,x,x,3
CC(C)OC(=O)/C(C#N)=C/c1cn(Cc2ccccc2)c2ccccc12,x,12,x,0,-2,-9,0,-14
C[C@H](CO)N1C[C@H](C)[C@H](CN(C)Cc2ccc(Oc3ccccc3)cc2)Oc2ccc(NS(=O)(=O)c3cn(C)cn3)cc2C1=O,-1,x,-3,3,x,-7,8,3
N#Cc1ccccc1NC(=O)C1SC(=Nc2ccccc2)C(C(=O)Nc2ccc(Cl)cc2)=C1N (stereo unspecified),0,x,-5,4,16,15,-2,6
O=C(CSc1cccc[n+]1[O-])c1cccs1,x,5,9,2,-11,3,15,14
CO[C@H]1CN(C)C(=O)c2cc(NC(=O)C3CCC3)ccc2OC[C@H](C)NC[C@H]1C,-1,-9,x,2,-10,-14,-10,15
CC(C)(C)[C@@H]1COC(=O)[C@@H](Cc2ccc(F)cc2)CC/C=C\C[C@@H](CC(=O)N(CCO)Cc2ccccc2)C(=O)N1,7,2,-2,-4,40,-4,0,9
O=C(Nc1ccnn1C1CCN(Cc2ccccc2OC(F)F)CC1)c1cccnc1,3,-10,-9,2,-16,15,13,11
COc1cccc(CN(C)C(=O)c2cccc(S(=O)(=O)N3CCN(c4ccccc4)CC3)c2)c1OC,-6,-10,x,1,23,7,-10,x
O=C(Nc1ccc(Cl)c(Cl)c1)c1ccc(Cn2cc(Cl)cn2)cc1,-3,-2,x,1,-113,-88,-1,-35
C[C@H]1CCCCO[C@H](CN(C)Cc2ccncc2)[C@@H](C)CN([C@@H](C)CO)C(=O)c2cc(NC(=O)Nc3cccc4ccccc34)ccc2O1,-3,x,-1,0,x,11,-2,-6
C=CCn1c(-c2cccn(Cc3ccc(Cl)cc3Cl)c2=O)n[nH]c1=S,0,-3,-2,x,11,x,x,x
Cc1cnc(CN2CCc3c([nH]c4ccccc34)C2C2CCCCC2)[nH]1 (stereo unspecified),7,-14,1,-5,-16,-7,-4,10
CC(C)(C)CC(=O)Nc1cc2c3c(c1)CCN3C(=O)CC2,-2,4,-9,-1,-29,6,4,-8
CCC(C)c1ccccc1NC(=S)NC(=O)c1ccco1 (stereo unspecified),-1,0,x,-7,10,x,-12,8
O=S(=O)(c1ccc(S(=O)(=O)N(Cc2ccccc2)Cc2ccco2)cc1)N1CCCC1,-4,6,-5,1,x,x,6,2
CC1(C)CC(=O)C2=C(C1)c1c(ccc3ccccc13)NC2c1ccc(C(=O)O)cc1 (stereo unspecified),-1,-3,6,2,-15,4,-2,-10
O=C(NCc1ccc(F)cc1)[C@H]1[C@H](CO)[C@H]2Cn3c(cccc3=O)[C@H]2N1Cc1ccccn1,3,x,0,2,3,8,7,-2
CCCc1nc(N2CCOCC2)c(C#N)c2c1CCCC2,-8,-1,3,x,8,x,x,x
O=C(CSc1nnc(-c2ccncc2)n1C1CCCCC1)Nc1cccc(O)c1,-2,x,5,0,13,x,-3,-1
O=C(CCCl)Nc1cc(SCCO)cc([N+](=O)[O-])c1,0,3,-8,x,x,x,x,-2
Clc1ccc(OCCCn2cncn2)cc1Cl,0,12,10,-3,x,x,-2,13
O=C(c1cccc(F)c1)N1CCCCN2[C@H](CO)[C@H](c3ccc(-c4cccnc4)cc3)[C@H]2C1,4,x,3,1,-29,x,-7,4
CCc1nc2ccc(C(=O)NCCc3ccc(OC)cc3)cc2nc1CC,0,-9,-3,-1,-7,x,5,-22
Cc1cccc(C2CN(C)CCc3c2cc(O)c(O)c3Cl)c1 (stereo unspecified),-2,-7,11,-2,22,-1,-2,10
CCOc1ccc(/C(=N\O)C(C)NO)cc1 (stereo unspecified),3,x,-3,2,x,-25,4,1
c1ccc2oc(C3=NNC(=NC4CC4)SC3)cc2c1,x,-8,x,-3,-77,43,-2,-86
CCOC(=O)[C@H]1[C@H]2COc3ccc(Br)cc3[C@@H]2N2C(=O)CN(Cc3ccc(F)cc3)C(=O)[C@@]12C,9,11,x,-3,-3,-5,-1,-2
O=C(Nc1ccccc1)c1cc(C2CCCCN2S(=O)(=O)c2cccs2)on1 (stereo unspecified),0,10,-10,9,-138,-68,-3,-31
COc1ccccc1CNC(=O)C[C@H]1CC[C@@H](NC(=O)CN(C)C)[C@H](CO)O1,2,x,3,2,5,-3,-7,1
CCc1cccc(NC(=O)CN(C)S(=O)(=O)c2cccc3nsnc23)c1,7,4,-5,x,7,x,x,x
Cc1nnc(NC(=O)c2oc3c(ccc4ccccc43)c2C)s1,-9,-1,-3,x,25,x,x,x
O=C(CCn1c(=O)c2cccn2c2ccc(F)cc21)NCCc1ccccc1,-2,-4,3,1,-7,-19,2,-4
Cc1nn2c(nc(N3CCOCC3)c3ccccc32)c1C=C(C#N)C#N,0,-66,14,-2,24,10,-1,-25
CCCn1c(N)c(C(=O)CN2CCc3ccccc3C2)c(=O)n(C)c1=O,x,x,x,-2,8,10,-6,12
CCC1CCCCN1CCCNC(=O)Cn1c(=O)c2cccn2c2cccnc21 (stereo unspecified),-3,-9,-33,-4,15,x,-11,-20
CCC(=O)N(C)C[C@H]1Oc2cc(C#Cc3ccccn3)ccc2S(=O)(=O)N([C@@H](C)CO)C[C@H]1C,-3,-19,-10,0,x,9,8,-4
O=C1NC[C@@H](CCCCN2CCN(CCc3ccc(O)cc3)C(=O)C2=O)N(Cc2ccccc2)C1=O,x,-5,x,-2,-3,3,-2,-17
CCCCOC(=O)CSc1nc2ccccc2o1,-4,-2,-3,x,-17,0,-13,1
O=C(CCC1CCCCC1)NCCS(=O)(=O)N1CCN(c2ccc(F)cc2)CC1,x,9,x,4,11,5,-2,6
Cc1c(CCO)c(=O)n2n1CCCC2,x,x,x,0,-13,8,u,4

Following part.
SMILES,PglD inh,FN deposit inh,PGC1a acetyl inh,ERAP1 HTS inh,PAX8 reporter,EWS-Fli block,S100A4 inh HTS,LGR2 inh
CCc1nc2ccccc2c(C(=O)Nc2ccc(C)cc2)c1C,14,-2,x,-1,3,-4,6,6
CC(=O)c1ccc(N2CCN(c3ccnc4cc(Cl)ccc34)CC2)cc1,3,-1,-5,-4,21,6,-13,6
C[C@@H]1CN([C@H](C)CO)C(=O)c2cccc(NS(=O)(=O)c3ccc(Cl)cc3)c2O[C@H]1CN(C)Cc1ccc(C(=O)O)cc1,1,x,4,4,x,-11,-11,-13
CCOC(=O)c1c(CC(C)C)csc1/N=C/C1=C(O)CCCC1=O,4,2,5,x,25,8,-25,8
CO[C@@H]1CN(C)C(=O)c2ccc(NC(=O)C3CC3)cc2OC[C@@H](C)N(C(=O)CN2CCOCC2)C[C@H]1C,1,7,-16,4,3,-3,5,-7
CC(Oc1ccccc1)C(=O)NC1C(=O)N2C1SC(C)(C)C2C(=O)O (stereo unspecified),x,-12,x,-1,-3,0,-1,7
Cc1csc(NC(=O)c2cccc([N+](=O)[O-])c2C(=O)O)n1,0,5,1,-2,5,-2,1,7
C[C@@H]1CN([C@@H](C)CO)C(=O)c2cc(NS(=O)(=O)c3ccccc3)ccc2O[C@@H]1CN(C)CC1CCCCC1,-3,x,-10,0,-7,16,9,9
C[C@@H]1CN([C@H](C)CO)C(=O)c2c(c3ccccc3n2C)-c2ccccc2CO[C@@H]1CN(C)S(=O)(=O)c1ccc(C#N)cc1,-2,-9,-2,1,x,-1,7,-5
CCOc1ccc(CNCc2ccccc2Cl)cc1,x,-4,x,-1,-24,-59,3,-66
Cc1cc(C)c(OCCCn2ccnc2)c(C)c1,-2,-7,-2,-4,-1,9,-4,2
